Screening results deposited in PubChem by several laboratories.
Wee1 degr inh: human Wee1 degradation inhibition, primary screen; reporter increase, % at 5 µM; actives 1.2% (n = 220,000); P30291; HeLa Luc-Wee1K328M stability, luciferase luminescence; 100% = proteasome inhibitor MG132 effect; AID 1321;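 active = activation above the mean of all tested compounds plus 3 SD, set per screening run, cut at about 8.8% in these data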;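 also: cells exposed to compound for 20 h before luminescence read; 0% = DMSO alone and 100% = MG132 at 30 µM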
Target sequence (P30291 whole entry K328M): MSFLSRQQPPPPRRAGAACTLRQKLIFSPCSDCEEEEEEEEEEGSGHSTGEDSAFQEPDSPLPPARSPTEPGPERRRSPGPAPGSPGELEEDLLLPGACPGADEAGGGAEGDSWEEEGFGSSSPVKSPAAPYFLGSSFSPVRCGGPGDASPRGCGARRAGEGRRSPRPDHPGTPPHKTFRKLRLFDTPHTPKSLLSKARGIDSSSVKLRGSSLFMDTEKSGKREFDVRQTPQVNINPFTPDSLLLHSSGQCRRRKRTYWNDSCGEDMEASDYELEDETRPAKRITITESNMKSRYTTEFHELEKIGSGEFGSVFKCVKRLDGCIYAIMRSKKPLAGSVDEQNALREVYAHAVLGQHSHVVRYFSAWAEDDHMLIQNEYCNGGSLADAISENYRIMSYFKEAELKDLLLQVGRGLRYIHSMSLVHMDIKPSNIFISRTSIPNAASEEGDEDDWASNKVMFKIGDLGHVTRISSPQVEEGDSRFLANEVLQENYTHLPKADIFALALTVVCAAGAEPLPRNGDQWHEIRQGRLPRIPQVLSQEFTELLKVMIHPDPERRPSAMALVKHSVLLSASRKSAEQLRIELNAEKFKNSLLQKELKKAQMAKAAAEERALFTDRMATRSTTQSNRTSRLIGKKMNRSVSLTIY
14-3-3 Bad inh: disrupts binding of bovine 14-3-3 zeta to phospho-Bad peptide | P63103 | TR-FRET 14-3-3zeta/Dy647-pBad peptide displacement, 1 h | inhibition, % at 21.7 µM | actives 0.71% (n = 220,000) | AID 781;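 active = inhibition above about 70%, limit read from the data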;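 also: 0% = full 14-3-3 plus peptide FRET controls and 100% = background without 14-3-3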
FXIa inh 1536: blocks human coagulation factor XIa protease activity | P03951 | actives 0.14% (n = 220,000) | purified FXIa, Boc-Glu-Ala-Arg-AMC fluorogenic substrate | inhibition, % at 5 µM;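 active = inhibition of at least 40%; inactive = inhibition below 40%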;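 also: fluorescence of freed AMC excited at 355 nm; 0% = enzyme without compound and 100% = no enzyme blank; many of its hits are not listed in these tables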
Hck Nef HTS: human Hck-Nef kinase inhibition; inhibition, % at 20 µM; P08631; actives 0.68% (n = 220,000); Recombinant Hck-YEEI plus Nef, Z-Lyte FRET kinase assay;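 active = Hck-Nef kinase inhibition above about 50%, limit read from the data; inactive = inhibition below that limit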;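 also: 0% = DMSO with Hck plus Nef and 100% = Hck alone without Nef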
FXIIa inh: factor XIIa (human) inhibition. P00748. AID 800. actives 0.3% (n = 220,000). inhibition, % at 5 µM. purified FXIIa, Boc-QGR-AMC fluorogenic substrate, 2 h; in the data active = inhibition above about 40%;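 also: 0% = enzyme with no compound and 100% = blank without enzyme; many of its hits are not listed in these tables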
Runt-CBFb FRET: Runt domain-CBFb interaction inhibition. actives 0.46% (n = 220,000). Q01196+Q13951. inhibition, % at 20 µM. AID 1496. Cerulean-Runt/Venus-CBFb FRET ratio 530/480, 1 h;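 active = inhibition over about 50% at 20 µM in the single-dose screen, limit read from the data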;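 also: 0% = DMSO wells and 100% = excess unlabeled CBFb competitor control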
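test system = Cerulean-tagged RUNX1 Runt domain (FRET donor) fusion protein | reagent = Venus-CBFb binding partner, 100 nM | incubation = protein complex preformed 1 h, compound exposure 1 h, room temperature, dark | detection = FRET fluorescence | read-out basis = loss of energy transfer signal | controls = 5 µM unlabeled CBFb as full-inhibition high control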
Runt-SMMHC FRET: inhibitors of human RUNX1 Runt domain binding to CBFb-SMMHC; Q01196+Q13951; Cerulean-Runt/Venus-CBFb-SMMHC FRET ratio 530/480, 1 h; inhibition, % at 20 µM; actives 0.74% (n = 220,000); AID 1434;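 active = mean inhibition across duplicate retests at 20 µM reaching about 50%, limit read from the data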;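 also: 0% = DMSO wells and 100% = wells with excess untagged CBFb-SMMHC; inhibitors lower the FRET ratio by blocking Runt binding to CBFb-SMMHC; some results filed as inactive read as strong as hits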
KLK5 inh: kallikrein 5 (human) inhibition. recombinant hK5, fluorogenic AMC substrate cleavage. AID 873. actives 0.59% (n = 210,000). inhibition, % at 5 µM;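 active = inhibition of 40% or more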;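 also: 0% = enzyme controls without compound and 100% = no-enzyme blanks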
Target sequence (Q9Y337 67-293 limits assumed): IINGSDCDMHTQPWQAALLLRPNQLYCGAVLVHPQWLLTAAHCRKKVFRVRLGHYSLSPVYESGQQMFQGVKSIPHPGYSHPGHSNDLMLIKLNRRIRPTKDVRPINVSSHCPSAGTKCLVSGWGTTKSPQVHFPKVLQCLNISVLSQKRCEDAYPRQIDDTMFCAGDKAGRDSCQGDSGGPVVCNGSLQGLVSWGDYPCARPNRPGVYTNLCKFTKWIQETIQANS
Thrombin inh: blocks human thrombin protease activity; alpha-thrombin, Boc-VPR-AMC fluorogenic substrate cleavage; P00734; actives 0.26% (n = 220,000); inhibition, % at 5 µM;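 active = inhibition at or above 40%; inactive = inhibition below 40%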;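 also: 0% = enzyme with no compound and 100% = wells without enzyme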
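System: human alpha-thrombin protein; Compound dosing: one concentration per compound, 5 µM, with 0.2% DMSO; Timing: reaction at room temperature; Technique: AMC fluorescence, 355/460 nm; Controls: enzyme without compound as high, wells lacking enzyme as low.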
An asterisk follows results filed as active; · = not tested or not shown; [ ] = dose if it differs, or a comment. No enrichment for hits (roughly 4.2% active in at least one column).

SMILES | Wee1 degr inh | 14-3-3 Bad inh | FXIa inh 1536 | Hck Nef HTS | FXIIa inh | Runt-CBFb FRET | Runt-SMMHC FRET | KLK5 inh | Thrombin inh
Cc1cccc(-c2noc(CN(C(=O)c3c(-c4ccccc4Cl)noc3C)C(C)C)n2)c1 | 2 | -6 | -5 | 0 | 1 | -2 | -1 | -7 | 18
Cc1cc(C)c2c(CN3CCN(C/C=C/c4ccccc4)CC3)cc(=O)oc2c1 | -1 | -6 | -9 | 0 | -3 | -3 | 1 | -1 | -5
Cn1ncc2c(Nc3ccc(-c4ccccc4)cc3)ncnc21 | 1 | -1 | 8 | 3 | 20 | 1 | -3 | -1 | 1
O=C(CSc1ncccn1)NCc1ccc(F)cc1 | 5 | -9[fluorescence artefact?] | -1 | 2 | 10 | 0 | -2 | -13 | 1
Cc1[nH]c2ccccc2c1C(=O)C(=O)NCc1ccco1 | 1 | 6 | -6 | -1 | -3 | 1 | -2 | -18 | 3
O=C(Nc1nnc(-c2ccco2)o1)c1ccc([N+](=O)[O-])s1 | -4 | -13 | 0 | 5 | 7 | 4 | -5 | -6 | 0
O=c1[nH]c(N/N=C\c2ccc3c(c2)OCO3)nc2ccccc12 | 4 | -12 | -3 | 21 | 13 | 37 | 16 | -1 | 1
COc1ccc(C(=O)NCCc2nnc(SCC(=O)Nc3ccc(Br)cc3)n2C)cc1 | 3 | 11 | 19 | -7 | 24 | 3 | -2 | -5 | 2
CCc1ccccc1OCCCCCNCCO | 1 | -3[fluorescence artefact?] | -5 | -13 | 12 | -2 | 1 | -1 | 2
O=S(=O)(NCCc1cn2ccccc2n1)c1ccc2c(c1)CCCC2 | -1 | 2 | 13 | -1 | 12 | -1 | 0 | 4 | 2
O=C(Nc1nn[nH]n1)c1cccc(Oc2ccccc2)c1 | -2 | 11 | 4 | -8 | 16 | -1 | 65 | 1 | 4
CCOC(=O)C1CCN(C(=O)CCCCn2c(=O)[nH]c3ccccc3c2=O)CC1 | -1 | 1 | 1 | -1 | 7 | -2 | 6 | 4 | 0
C=CCN(CC=C)CCCOc1ccc(C)cc1OC | 4 | 5 | -1 | -3 | 5 | -1 | -2 | -4 | -1
CCOC(=O)c1sc(NC(=O)c2cc(-c3ccccc3C)nc3ccccc23)c(C#N)c1C | -1 | 29[fluorescence artefact?] | 4 | -19 | 4 | -10 | -14 | -1 | -1
Cc1cc(/C=C(\C#N)C(=O)NC2CCCCCC2)c(C)n1C | 28* | -14 | -8 | 0 | 2 | -32 | -148 | -10 | -13

The final three entries of the part before come first, to join the parts.
SMILES | Wee1 degr inh | 14-3-3 Bad inh | FXIa inh 1536 | Hck Nef HTS | FXIIa inh | Runt-CBFb FRET | Runt-SMMHC FRET | KLK5 inh | Thrombin inh
C=CCN(CC=C)CCCOc1ccc(C)cc1OC | 4 | 5 | -1 | -3 | 5 | -1 | -2 | -4 | -1
CCOC(=O)c1sc(NC(=O)c2cc(-c3ccccc3C)nc3ccccc23)c(C#N)c1C | -1 | 29[fluorescence artefact?] | 4 | -19 | 4 | -10 | -14 | -1 | -1
Cc1cc(/C=C(\C#N)C(=O)NC2CCCCCC2)c(C)n1C | 28* | -14 | -8 | 0 | 2 | -32 | -148 | -10 | -13
CC(C)CC(=O)N1CCN(S(=O)(=O)c2ccc(F)cc2)CC1 | 1 | 5 | 2 | 1 | 5 | 2 | -2 | 1 | -7
COCCNC(=O)CN(C(=O)Cn1nnc2ccccc21)c1ccccc1 | -1 | -9[fluorescence artefact?] | -9 | 1 | 6 | -1 | 1 | -8 | -14
CN(C(=O)c1cccc(C#N)c1)c1nnc(C2CCCO2)s1 (stereo not drawn) | -2 | -4 | 5 | 3 | 13 | -3 | 2 | -3 | 2
COc1ccc(-n2nc(C(C)=O)c(=O)[nH]c2=O)cc1 | 2 | -18 | -4 | 19 | 6 | 0 | -6 | -10 | 2
CC(OC(=O)Cc1ccc(Cl)cc1)C(=O)NCCC1=CCCCC1 (stereo not drawn) | 0 | 2 | 17 | -85 | 26 | -4 | -5 | -10 | 4
COc1ccccc1OCC(=O)N1CCN(c2ccccc2OC)CC1 | · | -4[fluorescence artefact?] | 2 | · | 11 | 1 | 1 | -11 | -1
O=c1c2ccccc2c(C=Nc2ccc(O)cc2)c(O)n1-c1nccs1 | -3 | -3 | -7 | 0 | 6 | 0 | 5 | -1 | -1
COCc1cc(C)nc(SCC(=O)Oc2ccc(Cl)cc2)c1C#N | 4 | -4 | 1 | -2 | 11 | 4 | 5 | -5 | 1
COc1cccc(NC(=O)CNC(=O)c2ccc(C)cc2)c1 | 0 | -2 | 2 | -4 | 7 | 0 | -3 | 4 | -2
CC1=CC(C)(C)Nc2cc(C)c(C)cc21 | 0 | 23 | -10 | 1 | -10 | -7 | -16 | 6 | -6
CC(C)CNC(=O)Cn1nc(C(F)(F)F)c2c1CCCC2 | 2 | -5 | 10 | -7 | 14 | -3 | 0 | · | -2
CN(C)C(=O)COC(=O)/C=C/c1cn(-c2ccccc2)nc1-c1cccs1 | -1 | 2 | -4 | 18 | 3 | -3 | 1 | 0 | -1
Cn1c(=O)c2c(nc(NCc3ccco3)n2CCc2ccccc2)n(C)c1=O | 1 | 50 | 1 | 1 | 10 | 0 | 4 | 1 | 2
Cc1cc(C)cc(NC(=S)N(C)C)c1 | 3 | -4 | 1 | 14 | 5 | 10 | 0 | -2 | -3
COc1cc2c(cc1OC)CN(C(=O)c1cccc(S(=O)(=O)N(C)C)c1)CC2 | 1 | -1 | -3 | 12 | 3 | 1 | 14 | -2 | -5
CCn1c(=O)n(CC)c2cc(S(=O)(=O)N3CCOCC3)ccc21 | -2 | 17 | 4 | -5 | 14 | 0 | -2 | -9 | 0
COCCCNc1nc2nonc2nc1N1CCN(C2CCCC2)CC1 | 3 | -1 | -3 | 13 | 2 | -2 | -1 | -2 | -10
CN1CCN(c2nc3c(c(=O)[nH]c(=O)n3C)n2CCSc2nnnn2-c2ccccc2)CC1 | 4 | -2 | -3 | 20 | 4 | 1 | 1 | -4 | -4
CCC(=O)N(CCC(c1ccco1)c1ccccc1OC)Cc1cccs1 (stereo not drawn) | -2 | 6 | 11 | 0 | 24 | 0 | 1 | 34 | 16
CCCCC(=O)Nc1nc(C)c(-c2csc(Nc3cc(Cl)ccc3OC)n2)s1 | -3 | 29 | 2 | -1 | 4 | 10 | 1 | · | -4
Cc1nc2ccccc2n1CC(=O)N1CC(=O)Nc2ccccc21 | -3 | -2[fluorescence artefact?] | -6 | 1 | 10 | 3 | 0 | -21 | -5
COc1ccc(NC(=O)c2cccc(NC(=O)C3C4CC5OC(=O)C3C5C4)c2)c(OC)c1 (stereo not drawn) | -2 | -9 | 1 | 1 | 21 | -1 | 1 | -19 | 6
O=C(Nc1ccc(S(=O)(=O)N2CCCC2)cc1)N1c2ccccc2Sc2ccccc21 | 3 | -8 | -6 | -2 | 10 | 2 | -34 | 22 | -4
Cc1nc(SCC(=O)Nc2ccc(F)cc2)c2oc3ccccc3c2n1 | -1 | 8[fluorescence artefact?] | 2 | 1 | 13 | -2 | 1 | 5 | 0
Cc1ccc(NC(=O)Cn2cnc3cc([N+](=O)[O-])ccc3c2=O)c(Cl)c1 | 0 | -5 | 1 | 6 | 9 | 1 | -1 | -1 | -3
CCCC(=O)Nc1nn(CCC)c2nc3ccccc3cc12 | -1 | 35 | 0 | 14 | -4 | 8 | 4 | -21 | 5
C=CCOc1cccc(C2C(C(=O)c3ccc(C)o3)=C(O)C(=O)N2CCN(C)C)c1 (stereo not drawn) | 0 | 4[fluorescence artefact?] | 6 | 2 | 22 | -2 | 3 | -5 | -4
O=C(O)c1ccc(N/N=C/c2ccc3c(c2)OCO3)cc1 | -6 | -6 | -1 | 21 | 9 | -1 | -5 | -2 | -3
O=C(/C=C/c1ccc(S(=O)(=O)NCc2ccco2)cc1)N1CCN(c2ccccc2)CC1 | -1 | -18 | 10 | 24 | 7 | -2 | -8 | -6 | 3
O=C(OCn1ncc(Cl)c(Cl)c1=O)c1ccccc1Cl | 2 | -4 | 2 | 0 | -1 | 0 | 4 | 7 | 3
O=C(CCCN1C(=O)c2cccnc2C1=O)Nc1ccccc1F | 6 | -6 | -3 | -23 | 5 | 0 | -1 | -2 | -2
CCOC(=O)c1sc(NC(=O)COC(=O)Cn2cnc3ccccc32)c(C(=O)OCC)c1C | -3 | 26 | 4 | 0 | 13 | -8 | -14 | 3 | 26
Cc1cccc(N2CCN(C(=O)CCNS(=O)(=O)c3ccc4c(c3)CCC(=O)N4)CC2)c1C | 3 | -8 | -1 | 5 | 5 | -2 | 0 | 0 | -3
CC(NC(=O)c1ccccc1F)c1ccccc1 (stereo not drawn) | -2 | -1 | 4 | 7 | 5 | 1 | 0 | -11 | -5
C=CCNC(=O)c1ccc(C(=O)c2ccccc2)cc1 | 1 | -4[fluorescence artefact?] | -3 | 2 | 7 | -1 | -2 | -11 | -1
CC(C)(C)NC(=O)c1cccc2c1OC(C)(C)C2 | 9 | -3[fluorescence artefact?] | 7 | 2 | 10 | -3 | -4 | -3 | 4
Cc1nc(C(C)NC(=O)CCc2nnc(Cc3c[nH]c4ccccc34)o2)cs1 (stereo not drawn) | -3 | -14 | -3 | 20 | 6 | 2 | -3 | 1 | -12
CS(=O)(=O)N1CCC(C(=O)Nc2ccc(Br)cc2F)CC1 | -1 | 3 | 1 | 1 | 19 | 0 | 11 | -9 | 0
C=CCN1C(=O)C(C)S/C1=N\S(=O)(=O)c1ccc(Cl)cc1 (stereo not drawn) | 2 | -5[fluorescence artefact?] | -12 | 1 | -4 | -3 | -2 | -13 | -11
CCOC(=O)C1C(c2ccc(C)o2)NC(=O)NC1(O)C(F)(F)F (stereo not drawn) | -2 | 12 | -1 | 1 | 9 | -2 | 0 | -2 | -6
CCC(C(=O)NC1CCCCC1)n1c(SCc2ccc(F)cc2)nc2ccncc21 (stereo not drawn) | -2 | 3 | 3 | 1 | 8 | -3 | -2 | -13 | -1
CCCOc1cc(C)c(S(=O)(=O)n2ccc(C)n2)cc1C | 2 | 9 | -9 | 0 | -3 | -1 | 5 | -20 | -13
CC1=NOC(=O)/C1=C\c1ccccc1 | 0 | -3 | 3 | 15 | 8 | 3 | 3 | 4 | -3
CSc1sc(C(=O)N(C)C)c2c1S(=O)(=O)N(C)c1ccccc1-2 | 0 | 8 | -3 | -8 | 3 | 2 | 0 | -3 | -7
CCN1C(=O)c2ccc(-c3nc4ccccc4c(=O)o3)cc2C1=O | 4 | 4 | 0 | 11 | 5 | -1 | 0 | -3 | -1
CCOC(=O)N1CCC(NC(=O)c2cc(C(=O)Nc3ccc(F)cc3F)ccc2CO)CC1 | -2 | 8 | -1 | 0 | 20 | 1 | 3 | -2 | -2
Cc1ccc(S(=O)(=O)N2CCCCC2C(=O)N2CCN(c3ccccc3F)CC2)cc1 (stereo not drawn) | 0 | · | 6 | 2 | 13 | 0 | 0 | -4 | 3
